Assay outcomes as filed in PubChem BioAssay.
ARNT-TACC3 inh = disruptors of human ARNT/TACC3 interaction. inhibition, % at 9.99 µM. 0.66% of 390,000 active. Q9Y6A5. AlphaScreen His-ARNT PAS-B/GST-TACC3 binding, luminescence; TACC3 fragment carries E629A point mutation;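 active = mean inhibition of replicates at least 50% and at least half of replicates each reaching 50%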;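 also: 0% = complete ARNT plus TACC3 wells and 100% = ARNT alone without TACC3; many hits fall short of the cut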
RAD54 branch = blocks human RAD54 Holliday junction branch migration. Q92698. 0.14% of 360,000 active. FAM/BHQ fluorescence. inhibition, % at 10.4 µM. AID 602329;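 active = mean normalized replicate activity at least 40 and at least half of replicates scoring 40 or more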;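 also: 0% = median of neutral control wells and 100% = median of positive control wells; inhibitors cause a drop in the FAM fluorescence signal; in these data hits start at about 50%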
Target sequence (Q92698 whole entry, looked up): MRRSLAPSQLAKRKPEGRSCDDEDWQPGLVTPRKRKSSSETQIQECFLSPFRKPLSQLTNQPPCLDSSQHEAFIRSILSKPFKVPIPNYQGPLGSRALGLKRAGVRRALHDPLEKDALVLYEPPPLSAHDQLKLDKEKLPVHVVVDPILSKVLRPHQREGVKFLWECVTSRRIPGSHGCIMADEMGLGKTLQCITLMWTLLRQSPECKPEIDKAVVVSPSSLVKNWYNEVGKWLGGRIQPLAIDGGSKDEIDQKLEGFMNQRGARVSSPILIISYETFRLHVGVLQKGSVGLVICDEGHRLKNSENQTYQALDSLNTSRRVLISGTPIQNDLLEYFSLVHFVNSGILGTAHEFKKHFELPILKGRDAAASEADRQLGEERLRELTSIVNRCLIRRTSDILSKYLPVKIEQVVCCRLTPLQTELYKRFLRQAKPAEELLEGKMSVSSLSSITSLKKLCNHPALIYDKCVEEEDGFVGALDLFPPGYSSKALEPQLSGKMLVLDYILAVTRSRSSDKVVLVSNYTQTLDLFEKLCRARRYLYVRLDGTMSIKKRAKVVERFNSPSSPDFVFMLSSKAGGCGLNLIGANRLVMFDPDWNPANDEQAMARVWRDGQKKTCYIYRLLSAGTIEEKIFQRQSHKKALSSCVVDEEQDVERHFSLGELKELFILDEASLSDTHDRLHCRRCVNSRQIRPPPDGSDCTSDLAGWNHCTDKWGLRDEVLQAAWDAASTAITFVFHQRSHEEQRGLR
PglD inh = blocks C. jejuni PglD acetyltransferase activity. purified PglD enzyme, DTNB colorimetric CoA detection. inhibition, % at 12.5 µM. 0.098% of 360,000 active. AID 602405; in the data active = inhibition above about 16%, passing the limit was not always enough; also: strong numbers were not always called active
An asterisk follows results filed as active. Only part of the results is shown (hit frequency here may not be typical).

Under each structure: ARNT-TACC3 inh	RAD54 branch	PglD inh
- CC1CCCCN1S(=O)(=O)c1ccc(S(=O)(=O)N2CCN(c3ccccc3)CC2)cc1 (centres undefined)
 : -8	-10	1
- CCc1ccc(OCC(=O)Nc2ccc3c(c2)COC3=O)cc1
 : -3	3	5
- CCN(CC)C(=O)COc1ccc2oc(C)c(C(=O)OC)c2c1
 : 1	9	0
- CCOC(=O)N/N=C(\C)c1ccc(C)c([N+](=O)[O-])c1
 : 0	6	11
- CC(C)(C)NC(=O)C(=O)NNC(=O)COc1ccc(Br)cc1
 : -14	-5	-4
- Cc1ccc(/C=C/C(=O)O)cc1S(=O)(=O)NCCO
 : 1	-3	8
- C/C(=N\NC(=O)CSc1nnc(C)s1)c1ccc(Cl)cc1
 : 2	-1	4
- O=C(c1ccco1)N1CCN(C(=O)c2ccc(COc3ccc4c(c3)CCC4)o2)CC1
 : 34	4	2
- CCc1ccc(N(CC(=O)Nc2sc3c(c2C(=O)OC)CCCC3)S(C)(=O)=O)cc1
 : -4	7	0
- O=C(Nc1cc(S(=O)(=O)N2CCCC2)ccc1OCC(F)(F)F)c1ccc(F)cc1
 : -5	-3	-3
- CSc1nc(C)cc(OCC(=O)N2CCOCC2)n1
 : 1	1	4
- Cc1ccc(C)c(NC(=O)Cc2coc3cc4c(cc23)CCC4)c1
 : -5	11	-3
- COc1ccc(NC(=O)CSc2nc(O)cc(=O)n2C)cc1
 : 2	-8	-2
- O=C(NNc1c(Cl)cc(Cl)cc1Cl)c1cccc([N+](=O)[O-])c1
 : 2	-4	-11
- OC(CN1CCN(Cc2ccc3c(c2)OCO3)CC1)c1c[nH]c2ccccc12 (centres undefined)
 : 2	-4	4
- O=C(c1ccc(S(=O)(=O)N2CCCCC2)cc1)N1CCN(c2ccccc2F)CC1
 : -7	7	6
- CCOc1c(Br)cc(/C=C2\C(=O)N(CCC#N)N=C2C)cc1OC
 : 2	-3	-2
- Cc1ccnc(NC(=O)Nc2ccc3c(c2)N(C)C(=O)CS3)c1
 : -2	0	2
- CCCC(C)NC(C)C(=O)NC1CCCC1 (centres undefined)
 : -3	-5	-2
- Cn1c(=O)[nH]c(=O)c2c1nc(SCCN1CCOCC1)n2Cc1ccccc1
 : 0	5	1
- CC1(C)c2ssc(=S)c2-c2ccccc2N1C(=O)CSC1=NCCS1
 : 8	0	0
- COC(=O)c1cn(CC(=O)NCc2cccs2)c2ccccc12
 : -2	4	3
- C/C=C(\C)C(=O)OC1c2c(ccc3ccc(=O)oc23)OC(C)(C)C1OC(C)=O (centres undefined)
 : -8	1	-1
- Cc1nc2cc(C(=O)OCC(=O)NC3CCS(=O)(=O)C3)ccc2n1-c1ccccc1 (centres undefined)
 : 0	8	6
- CC(=O)Nc1ccc(C(=O)/C=C/c2ccco2)cc1
 : -4	-2	-4
- N#Cc1ncc(-c2ccc3c(c2)OCCOCCOCCOCCOCCO3)nc1C#N
 : 1	2	5
- COc1ccc(OC)c(C2C3=C(CCCC3=O)Nc3nnnn32)c1 (centres undefined)
 : -8	-2	-1
- N#CC1=C(N)N(c2ccccc2)C(c2ccco2)C1(C#N)C#N (centres undefined)
 : 1	8	3
- CCC1CCCN1Cn1cnc2c([nH]c3ccc(C)cc32)c1=O (centres undefined)
 : 1	5	-2
- Cc1nnc(N/N=C/c2ccc(O)c([N+](=O)[O-])c2)[nH]c1=O
 : 13	1	8
- O=[N+]([O-])c1cc(S(=O)(=O)Nc2ccccc2)ccc1NCc1cccnc1
 : -10	2	-1
- O=C(Nc1ccccc1C(=O)N1CCN(c2ccccc2)CC1)c1ccco1
 : -4	1	3
- COc1ccc(/C=N/NC(=O)CN2CCSCC2)c(OC)c1
 : 30	-4	0
- Cc1ccc(C(=O)N2CCN(c3cc(=O)[nH]nc3-c3ccccc3)CC2)cc1
 : -4	-2	-6
- O=[N+]([O-])c1cc(S(=O)(=O)N2CCCC2)ccc1N/N=C/c1cccnc1
 : 23	-3	-6
- COc1ccc(-c2nn(C)c(=O)c3ccccc23)cc1NC(=O)Cn1nc(-c2ccccc2)c2ccccc2c1=O
 : 0	-2	-6
- CCOC(=O)c1c(-c2ccccc2)csc1NC(=O)CSc1nc(N)cc(N)n1
 : -9	1	-1
- Cc1cccc(OCCCC(=O)Nc2ccc(Br)cc2)c1
 : -2	-2	4
- O=C(NCc1ccc2c(c1)OCO2)c1cnc2ccccn2c1=O
 : -7	-18	4
- O=C(Cc1ccc(Cl)cc1Cl)Nc1ccc(OC(F)F)c(Cl)c1
 : -5	-3	6
- CS(=O)(=O)c1ccc2nc(NC(NC(=O)c3ccco3)(C(F)(F)F)C(F)(F)F)sc2c1
 : 1	-2	2
- S=C(Nc1ccccc1Oc1ccccc1)Nc1cccc(Cl)c1Cl
 : -6	4	1
- FCCCOc1ccc(-c2nccc(-c3ccc(Cl)cc3)n2)cc1
 : -5	6	-3
- CCOC(=O)C1=C(C)NC(C)=C(C(=O)OCC)C1c1ccc(O)cc1
 : -3	-1	2
- Cc1cc2nnc(SCC(=O)NCc3cccs3)n2c2ccccc12
 : -9	0	-1
- COC(=O)c1ccc(CSc2nnc(-c3ccncc3)o2)o1
 : 0	4	3
- CCCS(=O)(=O)N1CCC(C(=O)NCCCOCC)CC1
 : 0	2	2
- O=C(O)c1cccc(-n2cnnn2)c1
 : -7	-2	-3
- CCN(CC)S(=O)(=O)c1ccc(C(=O)NNC(=O)C2CCN(S(=O)(=O)c3ccc(Cl)cc3)CC2)cc1
 : -2	5	-2
- COc1ccc(C)cc1NC(=O)c1nc2nc(C)cc(C)n2n1
 : -3	-12	4
- CC(=O)OC1CSc2nc3ccccc3n2C1 (centres undefined)
 : 2	2	-1
- O=C(COC(=O)C1Cc2ccccc2CN1C(=O)c1ccccc1Cl)Nc1ccc(N2CCOCC2)cc1 (centres undefined)
 : 7	-3	2
- CCC1(C)CC(CC(=O)O)(c2ccccc2OC)CCO1 (centres undefined)
 : -5	-6	2
- CC1CC(C)CN(C(=O)COC(=O)c2ccc[nH]c2=O)C1 (centres undefined)
 : 11	-1	6
- O=C(/C=C/c1ccccc1)NCCSCc1ccc(Cl)cc1
 : -21	-9	-3
- CNc1c([N+](=O)[O-])ncn1C
 : -6	-2	-1
- C=CCOc1ccc(/C(O)=C2/C(=O)C(=O)N(CCCN3CCOCC3)C2c2ccc(OC)cc2)cc1 (centres undefined)
 : 3	-6	-1
- O=C(CCS(=O)(=O)c1cccc2nonc12)N1CCOCC1
 : -5	1	8
- N#Cc1ccc(C(=O)Nc2cc(S(=O)(=O)N3CCCC3)ccc2OCC(F)(F)F)cc1
 : -2	11	0
- CCN1CCN(C(=S)c2ccc(SC)cc2)CC1
 : -3	0	2

An excerpt from above in order of the PglD inh value, falling:
SMILES | PglD inh
CC1CC(C)CN(C(=O)COC(=O)c2ccc[nH]c2=O)C1 (centres undefined) | 6
CS(=O)(=O)c1ccc2nc(NC(NC(=O)c3ccco3)(C(F)(F)F)C(F)(F)F)sc2c1 | 2
O=[N+]([O-])c1cc(S(=O)(=O)N2CCCC2)ccc1N/N=C/c1cccnc1 | -6

Next part
Under each structure: ARNT-TACC3 inh	RAD54 branch	PglD inh
- N#CC1=C(N)C(C#N)(C#N)C(c2cccnc2)C2CC(c3ccccc3)CC=C12 (centres undefined)
 : -2	-17	-2
- O=[N+]([O-])c1ccccc1/C=N/N1CCN(c2ccncc2S(=O)(=O)N2CCCCC2)CC1
 : 13	-1	1
- CC(=O)NCc1ccc(C(=O)CSc2nnc(-c3ccncc3)n2Cc2ccccc2)o1
 : 26	1	3
- COc1ccc(CO/N=C/c2c(C)[nH]c(=O)[nH]c2=O)cc1
 : -3	2	0
- CCn1c(SCC(=O)N2CCCCC2C)nnc1-c1ccc(S(=O)(=O)N2CCN(C)CC2)cc1 (centres undefined)
 : -1	0	4
- COc1ccc(C(=O)n2cc(C(=O)c3cc(C)ccc3O)cn2)cc1
 : 0	-1	0
- CCn1c(CNC(=O)c2ccc(OC)c(OC)c2)nnc1SCC(=O)Nc1ccc(OC)cc1
 : 0	5	-1
- O=C(CN1CCN(CC(=O)Nc2ccccc2C(F)(F)F)CC1)Nc1ccccc1F
 : 0	-3	-6
- O=C(CCc1ccc(S(=O)(=O)NC2CCCCC2)cc1)N(Cc1ccccc1)Cc1ccccc1
 : -3	-7	-3
- Cc1nc(NNC(=O)c2ccc(Cl)cc2Cl)cc(-c2ccccc2)n1
 : -5	0	-2
- CC(=O)c1cc2c(cc1N/C(=N/S(=O)(=O)c1ccccc1)c1ccc(Cl)cc1)OCO2
 : 1	1	-3
- Cc1c(N(C)C(=O)c2ccco2)c(=O)n(-c2ccccc2)n1C
 : -1	-12	-2
- N=c1cc(C2(O)CCCCC2)n2c(nc3ccccc32)s1
 : -1	2	-2
- COc1ccc2nc(COC(=O)c3ccco3)c(C(C)=O)[n+]([O-])c2c1
 : -1	-11	-1
- COc1ccc(C=C(c2ccc(OC)cc2)c2ccc(OC)cc2)cc1
 : -3	-9	0
- CCOC(=O)c1sc(/N=C/Nc2nc(C)c(C(=O)OCC)s2)nc1C
 : 25	-7	-4
- CCOC(=O)/C(C#N)=N\Nc1ccc(S(=O)(=O)Nc2nc(C)cc(C)n2)cc1
 : -3	-7	0
- CC(=O)NC1=NN(C(C)=O)C(C)(c2ccc(Cl)s2)S1 (centres undefined)
 : -5	5	-4
- Cc1ccc(C(=O)Nc2cc(C(C)C)c(O)c(C(C)C)c2)cc1
 : -5	-1	-2
- CCOC(=O)c1c(-c2ccc(C)cc2)csc1NC(=O)CCSc1nnc2ccccn12
 : -7	-1	-4
- CCCCN(C)CCOc1ccccc1OCC
 : -1	6	-5
- N#CCc1nn(-c2ccc(Cl)cc2)c(N)c1C#N
 : 4	-11	6
- O=C(Nc1nnc(-c2ccccn2)o1)c1cccc(Br)c1
 : 29	1	5
- O=C(CCS(=O)(=O)c1cccs1)N1CCCC1
 : 0	6	-2
- CCOC(=O)CCc1c(C)nc2cc(-c3ccc(F)cc3)[nH]n2c1=O
 : 1	-2	4
- CCOc1cc(NC2CS(=O)(=O)CC2O)c(OCC)cc1NC(=O)c1ccccc1 (centres undefined)
 : 44	-3	0
- Nc1ccnc(C(F)(F)F)c1C(=O)c1ccccc1
 : 5	-5	0
- N#CCCn1[nH]c(-c2ccccc2)cc1=O
 : 2	-13	0
- O=S1(=O)C=C(SCc2ccc(Cl)c(Cl)c2)Nc2ccccc21
 : -1	-2	0
- CC1=C(C(=O)Nc2cccnc2)C(c2cccnc2)n2nc(-c3cccs3)nc2N1 (centres undefined)
 : 7	-10	-3
- COc1ccc([C@H]2[C@H](C(=O)OC(C)(C)C)N3N=Cc4ccccc4C3C23C(=O)c2ccccc2C3=O)c(OC)c1 (some centres undefined)
 : 6	-1	5
- CCC(C)COC(=O)c1ccc(C(=O)O)cc1 (centres undefined)
 : -3	-3	1
- Cc1ccc(CNc2ccc(N3C(=O)CCCC3=O)cc2[N+](=O)[O-])cc1
 : 0	-1	5
- O=[N+]([O-])c1ccc(S(=O)(=O)c2cccc(C(F)(F)F)c2)nc1
 : -5	-5	-1
- Cc1ccc(C(=O)NC2CCN(C(=O)NC3CCCCC3)CC2)cc1
 : -4	1	1
- CCOc1ccccc1C(=O)NCc1ccco1
 : -1	2	2
- CCCNC(=S)N(Cc1ccccc1)Cc1nc2ccccc2c(=O)[nH]1
 : 0	-2	10
- CCOC(=O)NC(O)C(=O)c1cccs1 (centres undefined)
 : -5	-3	-6
- OC(COc1ccc2ccccc2c1Br)Cn1cnc(-c2ccccc2)c1 (centres undefined)
 : -10	6	5
- COc1ccc(-n2ncc3c(NCC(C)C)ncnc32)cc1
 : -1	4	0
- C=CCC1(C)C(=O)N(c2ccccc2)c2ccccc21 (centres undefined)
 : -2	0	2
- O=C(O)c1c2c(nc3ccccc13)CCCCC2
 : -3	4	-2
- COc1ccc(C(=O)NC(=S)Nc2ccc(N3CCCC3)cc2)cc1OC
 : -1	-1	0
- O=C(Cc1ccc(Cl)cc1)Nc1ccc(SC(F)F)cc1
 : 0	-6	-4
- CCOC(=O)C1=C(N)n2c(s/c(=C\c3ccco3)c2=O)=C(C(=O)OC(C)C)C1c1ccco1 (centres undefined)
 : -5	-5	-6
- CC(=O)C1=C(O)C(=O)N(c2ccc(Br)cn2)C1c1ccccc1F (centres undefined)
 : -6	1	-3
- CCCN(CCC)C(=O)C1CC(=O)OC12CCOC(C)(C)C2 (centres undefined)
 : -3	13	12
- CC(C)(C)C1C/C(=C/c2ccco2)C(=O)/C(=C/c2ccco2)C1 (centres undefined)
 : 2	-1	2
- CC[n+]1c(P(=O)([O-])c2ccccc2)[nH]c2ccccc21
 : -1	-3	-5
- COc1ccc(/C=N/NC(=O)c2nc(-c3ccccc3)cc(-c3ccccc3)n2)cc1
 : -4	9	3
- Cc1ccc(C2CC(=O)NC(SCC(=O)Nc3nccs3)=C2C#N)cc1 (centres undefined)
 : 1	6	8
- Cc1nn(CC(=O)O)c(=O)c2ccccc12
 : -7	-12	5
- Cc1ccc(CNc2oc(C)nc2C#N)cc1
 : -5	-12	1
- C=CCNC(=S)NNC(=O)C(CCC(C)C)CC(C)(C)O (centres undefined)
 : 3	0	3

Six structures from above, sorted by molar mass, lowest first:
Under each structure: ARNT-TACC3 inh	RAD54 branch	PglD inh
- CC(=O)Nc1ccc(C(=O)/C=C/c2ccco2)cc1
 : -4	-2	-4
- C=CCC1(C)C(=O)N(c2ccccc2)c2ccccc21 (centres undefined)
 : -2	0	2
- COc1ccc(NC(=O)CSc2nc(O)cc(=O)n2C)cc1
 : 2	-8	-2
- O=C(NCc1ccc2c(c1)OCO2)c1cnc2ccccn2c1=O
 : -7	-18	4
- O=C(/C=C/c1ccccc1)NCCSCc1ccc(Cl)cc1
 : -21	-9	-3
- CCOc1cc(NC2CS(=O)(=O)CC2O)c(OCC)cc1NC(=O)c1ccccc1 (centres undefined)
 : 44	-3	0
